TDP-43 yeast inh: inhibitors of TDP-43 toxicity in yeast. TDP-43 expressing yeast growth rescue, BacTiter-Glo, 24 h. Potency, µM (top dose mostly 46.1 µM), without a hit: at the highest dose growth rescue (activation), actives largely listed as activators. 410,000 compounds, 1.8% hits. AID 652104; also: potency is read from the fitted curve at half-maximal effect; % of control where 0% means no effect; nearly all actives have a fitted effect of over 50% in size
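Readout is BacTiter-Glo luminescence of cell growth, so inhibitors register as activators. TDP-43-expressing yeast at OD600=0.02 in galactose medium, after raffinose pregrowth to mid-log, were incubated with compound for 24 hr at 30 deg C.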
FUS yeast rescue: suppressors of FUS proteinopathy in yeast; AID 1347120; 390,000 compounds, 0.24% hits; Potency, µM (series often up to 76.6 µM), inactives show at the highest dose growth rescue (activation), most hits filed as activators; S. cerevisiae FUS-expressing, growth rescue, OD600, 24 h;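 also: potency is read from the fitted curve at half-maximal effect; plate controls were DMSO vehicle for no effect and reference control for full effect; nearly all actives have a fitted effect of over 55% in size; some results filed as inactive show a strong effect at the top dose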
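Absorbance at 600 nm, taken 24hr after compound addition, measured rescue of FUS-yeast growth at 30C. Induction used 2% galactose with seeding at OD 0.005. Controls: CP55940 from 92uM final, DMSO only.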
EPAC2 antagonist: blocks human EPAC2 exchange factor. Q8WZA2. EPAC2 GEF exchange of Rap1B-BODIPY-GDP, fluorescence. Potency, µM (titrated, usually from 114 µM), inactives show at the top dose activity, negative = inhibition, most hits filed as inhibitors. 360,000 compounds, 0.18% hits. AID 720708; also: potency is read from the fitted curve at half-maximal effect; % is scaled to controls: 0 for no effect and ±100 for the full control effect; nearly all actives have a fitted effect of over 45% in size; many of its hits are not listed in these tables
D3 antag: D3 dopamine receptor (human) antagonism; 360,000 compounds, 2.5% hits; D3R cells, DiscoveRx beta-arrestin luminescence, antagonist mode; active compounds read low; max response, negative = inhibition, %; P35462; in the data active = max response below about -50%; inconclusive = no clear call, values can overlap the other calls; also: % is scaled to controls: 0 for no effect and ±100 for the full control effect; mostly tested at two doses, the higher about 12 µM
Target sequence (P35462 whole entry, looked up): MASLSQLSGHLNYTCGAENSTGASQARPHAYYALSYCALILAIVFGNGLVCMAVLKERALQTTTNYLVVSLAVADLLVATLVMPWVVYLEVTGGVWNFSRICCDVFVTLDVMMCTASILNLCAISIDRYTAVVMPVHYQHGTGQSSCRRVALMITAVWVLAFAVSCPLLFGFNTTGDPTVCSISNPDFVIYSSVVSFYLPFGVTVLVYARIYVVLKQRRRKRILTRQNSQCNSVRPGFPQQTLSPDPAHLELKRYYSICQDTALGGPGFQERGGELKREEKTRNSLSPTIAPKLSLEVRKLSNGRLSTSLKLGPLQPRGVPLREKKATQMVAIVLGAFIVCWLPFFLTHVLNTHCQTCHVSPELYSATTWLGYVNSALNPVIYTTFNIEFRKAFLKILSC
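Cells plated overnight at 1500 cells/well, then exposed to library compounds with dopamine controls for 90 minutes at 37 degrees C. DiscoveRx reagent added for 30–60 minutes at room temperature; luminescence read, quantitative HTS format.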
EPAC2 agonist: activates human EPAC2 exchange factor; EPAC2 activation, biochemical qHTS; response scale: 100% = 6.5 mM cAMP response; Q8WZA2; Potency, µM (highest dose often 154 µM), without a hit: at the highest dose activation, actives largely listed as activators; AID 720711; 360,000 compounds, 0.079% hits; also: potency is read from the fitted curve at half-maximal effect; nearly all actives have a fitted effect of over 50% in size
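Nucleotide exchange monitored as fluorescence drop when BODIPY-GDP leaves Rap1B. Reaction: 100 nM EPAC2, 250 nM RAP1B-BODIPY-GDP, 50 uM GDP, room temperature, kinetic read over 30 min. Activity expressed relative to 6.5 mM cAMP.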
aSyn yeast inh: inhibitors of alpha-synuclein toxicity in yeast. Yeast expressing alpha-synuclein, growth rescue, BacTiter-Glo, 24 h. Potency, µM (top dose mostly 46.1 µM), for inactives: top-dose growth rescue (activation), hits mostly activators. 370,000 compounds, 0.14% hits; also: potency is read from the fitted curve at half-maximal effect; % of control where 0% means no effect; nearly all actives have a fitted effect of over 65% in size
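Rescue of yeast growth: cells expressing toxic alpha-synuclein, induced in galactose at OD600 0.02, incubated with compound 24 h at 30 C. ATP luminescence quantified growth; inhibitors of toxicity appear as activators.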
DRD3 agonist: agonists of human D3 dopamine receptor; P35462; D3R DiscoveRx beta-arrestin cells, luminescence, 90 min; max activation, %; 410,000 compounds, 0.58% hits; in the data active = max activation above about 30%; also: 0% is about no effect; mostly tested at two doses, the higher about 12 µM
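Cells at 1500/well, incubated overnight, then treated with pinned compounds (dopamine as control) for 90 min at 37 degrees C. DiscoveRx reagent added for 30 - 60 minutes at room temperature; luminescence read.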
Abeta rescue: compounds reversing amyloid beta toxicity in yeast; yeast expressing A-beta42, growth rescue, OD600, 48 h; response scale: 0% DMSO, 100% iron-clioquinol control; Potency, µM (titrated, usually from 46.1 µM), without a hit: at the top dose growth rescue, most hits filed as activators; 410,000 compounds, 0.063% hits; also: potency is read from the fitted curve at half-maximal effect; nearly all actives have a fitted effect of over 55% in size
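Yeast growth medium received pinned compounds, then yeast cells expressing toxic A-beta were added; plates incubated at 30 C for 48 hr. Growth read as absorbance at 600 nm, normalized to DMSO and equimolar FeCl3 plus clioquinol controls.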
The depositor's hits bear a star; u = inconclusive; x = no result given; & = joins results of further samples; [ ] = another dose, or the depositor's remark. Unless noted, calls follow the shape of the dose curve; as a rule, active = well fitted curve in the direction sought with a large enough effect; inconclusive = small, poorly fitted or top-dose-only effect, or another doubt; inactive = no such curve, though single readings can be large; an effect the other way counts as inactive or inconclusive.

SMILES	TDP-43 yeast inh	FUS yeast rescue	EPAC2 antagonist	D3 antag	EPAC2 agonist	aSyn yeast inh	DRD3 agonist	Abeta rescue
COc1ccc(/C(O)=C2/C(=O)C(=O)N(c3nc(C)c(C)s3)C2c2ccco2)cc1 (stereo unspecified)	u	u	1%	28	-2%[15.6 µM]	-20%	-4	13%
COc1ccc(S(=O)(=O)NCC(c2ccc(F)cc2)N2CCN(C)CC2)cc1 (stereo unspecified)	1%	0%	6%	-28	3%	-2%	-11	4%
CC(C)c1ccc(S(=O)(=O)N2CCN(C(=O)CCc3nc4ccccc4c(=O)[nH]3)CC2)cc1	3%	19%	6%	22	-2%	2%	2	6%
Cc1cc(Oc2ccc(C)c(Cl)c2)nc(SCC(=O)c2ccccc2)n1	13%	11%	-1%	16	8%	-6%	7	0%
CN1CCN(C(=O)c2ccc(NC(=O)c3ccc(Br)o3)cc2)CC1	17%	-19%	4%	23	5%	-2%	7	4%
Cc1cc(N2CCN(C)CC2)nc2ccc(NC(=O)c3ccc4c(c3)OCO4)cc12	5%	6%	9%	-76*	1%	1%	-6	10%
COc1cc(C(=O)Sc2ccc(C)cc2)cc(OC)c1OC	28µM*	x	8%	0	-6%	-21%	-9	-25%
CC(=O)c1cccc(NC(=O)CSc2nc(=O)n(Cc3ccccn3)c3c2CCC3)c1	-4%	2%	11%	11	5%	1%	1	0%
COCC1CCN(C(=O)c2ccc3oc(CCCc4ccccc4)nc3c2)C1 (stereo unspecified)	16%	x	0%	13	-7%	3%	5	-17%
CCCCNC(=O)N(c1c(N)n(Cc2ccccc2)c(=O)[nH]c1=O)C1CCCC1	5%	11%	-7%	9	7%	-2%	5	-2%
Cc1ccc(C(=O)NCCN(C)C)c(C)c1	0%	13%	8%	u	-11%	-1%	4	0%
CC(C)(C)NC(=O)c1ccc(Cn2cc(C(F)(F)F)ccc2=O)cc1	-17%[9.22 µM]	20%	2%	1	8%	-6%	4	-22%
Cn1nnc(NC(=S)NC(=O)c2cccc3ccccc23)n1	9%	14%	-1%	u	6%	-9%	-4	11µM*
CC1=CCC2C(=O)N(c3ccccc3OC(=O)c3ccccc3F)C(=O)C2C1 (stereo unspecified)	5%	4%	0%	13	10%	4%	5	-4%
CCc1ccc2c(c1)cc(CN(C(=S)Nc1cccc(C)c1)C1CC1)c1nnnn12	-11%	11%	-10%	-6	3%	-2%	-12	-8%
CN1CCN(C(=O)CCN2C(=O)c3ccccc3C2=O)CC1	25%	-37%	1%	-9	8%	-1%	0	1%
Cc1ccc(NC(=S)N2CCCC2)cc1C	-9%	-18%	2%	-13	6%	-4%	-3	u
CCN(CC)CCn1c(C)nc2c(sc3nc4c(cc32)COC(C)(C)C4)c1=O	-18%	15%	12%	-4	6%	5%	-15	2%
CCOC(=O)C1=CCCN(S(=O)(=O)c2ccc(C)cc2)C1	23%	4%	-8%	-17	4%	3%	-7	-11%
O=C(NC(=S)Nc1nc(-c2ccccc2)cs1)c1cccnc1	-4%	2%	8%	-12	-6%	-4%	7	-23%
OCCN(Cc1ccccc1)Cc1ncccc1O	-14%	-2%	-11%	-7	16%	-6%	-9	-5%
O=C(NCc1cccnc1)c1cc(C2CCCCN2C(=O)c2ccc(Cl)cc2)on1 (stereo unspecified)	6%	-7%	1%	-20	10%	u	-10	-13%
CN(C)c1ccc(C2CC(=O)OC3=C2C(=O)CC(C)(C)C3)cc1 (stereo unspecified)	-11%	-4%	-10%	-15	6%	-1%	-4	-7%
CCn1c(=O)c(=O)[nH]c2cc(C(=O)N(C)Cc3ccc(OC)c(F)c3)ccc21	10%	-5%	0%	18	11%	6%	23	-2%
CCc1cc(=O)oc2cc(OCC(=O)NCc3ccccn3)ccc12	9%	-14%	2%	-3	-7%	17%	-12	-3%
COc1ccc(CCNC(=O)Cc2c(Cl)cccc2Cl)cc1	u	18%	14%	-3	6%	1%	-3	-11%
CCOC(=O)c1cnc2c(C)c(Cl)ccc2c1N1CCOCC1	2%	-19%	7%	2	-10%	8%	-4	4%
COc1cc(CNn2c(C)n[nH]c2=S)cc(Cl)c1OCC(=O)NC(C)(C)C	-11%	16%	-5%	-4	0%	-4%	2	-1%
CCNS(=O)(=O)c1ccc(NC(=O)c2cc(C(F)(F)F)nn2C)cc1	0%	-6%	-2%	u	3%	4%	1	16%
O=C(CSc1nnc2c(n1)[nH]c1ccc(S(=O)(=O)N3CCOCC3)cc12)Nc1ccc(F)c(F)c1	-14%[1.82 µM]	25%	0%	-3	-7%	-5%	9	-18%
COc1cccc(N2CCN(CC(=O)NC(=O)NC3CCCCC3)CC2)c1	16%	19%	6%	10	-6%	4%	4	13%
NS(=O)(=O)c1cc(C2(O)NC(=O)c3ccccc32)ccc1Cl (stereo unspecified)	11%	-16%	-5%	-3	6%	3%	-1&1	5%
CN(C)/C=C(/C(=O)c1ccc(Cl)c(Cl)c1)c1nnnn1-c1ccccc1	5%	10%	-1%	0	3%	-1%	-4	0%
COCCNC(=S)N/N=C(\C)c1ccc(C)c([N+](=O)[O-])c1	u	-2%	-5%	1	6%	-5%	-4	-8%
Cc1cc(C)n(C(=O)c2cc3c(s2)CCCC3)n1	-20%	11%	-8%	73	13%	0%	-1	8%
COc1ccc(CNCCSc2nnnn2C)cc1OC	-10%	17%	4%	-11	-10%	6%	1	6%
CS(=O)(=O)N(CC(=O)Nc1ccc2c(c1)OCO2)Cc1ccccc1	-16%	6%	-2%	-4	5%	-5%	-3	-7%
CCOc1cc(/C=N\NC(=O)c2ccc(C)nc2)cc([N+](=O)[O-])c1O	-10%	13%	-4%	u	5%	-3%	-9	-2%
N#Cc1ccccc1NC(=O)C(=O)NCC(c1ccc2c(c1)OCO2)N1CCN(c2ccccc2)CC1 (stereo unspecified)	2%	2%	x	x	x	x	-3	-6%
Cc1ccc2nc(CCl)[n+]([O-])c(-c3ccccc3)c2c1	u	24%	-3%	-4	-2%	9%	-10	-9%
CCOc1ccccc1CN1CCC(n2nccc2NC(=O)C2CCCC2)CC1	12%	x	1%	-9	-5%	-10%	-16	-12%
COC(=O)C(C)N1CCC(=O)c2ccccc2S1(=O)=O (stereo unspecified)	20%	-5%	0%	-1	2%	6%	15	0%
Cc1ccc(C(=O)CSc2nnc(-c3ccco3)n2Cc2ccccc2)cc1	13%	4%	-2%	-3	8%	7%	8	-3%
CCC(=O)Nc1ccc(S(=O)(=O)Nc2ncccn2)cc1	4%	19%	1%	0	-1%	0%	-4	1%
Nc1nnnn1/N=C/c1ccccc1C(F)(F)F	4%	-4%	10%	-10	8%	-18%	-5	3%
CCc1ccc2[nH]c3nc(C)cc(C)c3c(=O)c2c1	45%	x	2%	17	-6%	-1%	2	1%
CCOc1ncccc1C(=O)NCc1ccccc1F	9%[9.22 µM]	9%	-11%	1	2%	11%	-1	-2%
S=C1NCN(Cc2ccco2)CN1Cc1ccco1	18%	-3%	4%	5	2%	7%	8	u
COc1ccc(CCNC(=O)COC(=O)/C=C/c2ccc3c(c2)OCO3)cc1	-18%	-13%	7%	4	2%	1%	-6	13%
O=C(NNC(=S)NC(=O)c1ccco1)c1ccc(F)cc1	u	4%	6%	3	-3%	30%	2	-19%
Cc1ccc(S(=O)(=O)CCC(=O)OCC(=O)c2cc(C)n(C)c2C)cc1	10%	x	6%	-14	4%	7%	6	6%
Cc1ccc(Nc2ccc(C(=O)N3CCCC3)cn2)c(C)c1	3%	-9%	3%	71	-1%	-2%	8	7%
CCc1ccccc1NC(=O)C1CCCN(c2nn3c(=O)cc(C)nc3s2)C1 (stereo unspecified)	10%	2%	8%	-10	4%	0%	5	-8%
COc1cc(/C=C/C(=O)Nc2ccc(OC)c(S(=O)(=O)N3CCOCC3)c2)ccc1OCC#N	-24%	33%	-17%	-19	-1%	-1%	-4	-8%
Cc1ccccc1C(=O)NC1CCN(C(=O)NCc2ccccc2)CC1	-16%	25%	8%	5	4%	0%	21	-10%
Cn1nc(C(=O)N2CCN(c3ccccc3F)CC2)c2c1-c1ccccc1S(=O)(=O)C2	u	18%&32%	4%	-9	15%	-1%	-2&1	-5%&11%
COc1ccccc1-c1csc2ncnc(Sc3nnnn3C)c12	x	-19%	-12%	x	-7%	x	x	15%
O=C(NNC(=O)c1ccccc1Br)c1ccc(SCC2CCCO2)c([N+](=O)[O-])c1 (stereo unspecified)	-13%	10%	0%	-28	3%	2%	11	12%
Cc1ccc(N2C(=O)C3CCC(C)(C2=O)C3(C)C)cc1C (stereo unspecified)	26%	1%	2%	6	8%	0%	3	3%
CCOC(=O)c1sc(N2C(=O)C(O)=C(C(=O)c3ccco3)C2c2cccc([N+](=O)[O-])c2)nc1C (stereo unspecified)	4%	u	9%	-14	-14%	0%	0	2%

Quoted from the results shown (4 entries):
SMILES	TDP-43 yeast inh	FUS yeast rescue	EPAC2 antagonist	D3 antag	EPAC2 agonist	aSyn yeast inh	DRD3 agonist	Abeta rescue
CCc1ccc2[nH]c3nc(C)cc(C)c3c(=O)c2c1	45%	x	2%	17	-6%	-1%	2	1%
CCOc1ncccc1C(=O)NCc1ccccc1F	9%[9.22 µM]	9%	-11%	1	2%	11%	-1	-2%
S=C1NCN(Cc2ccco2)CN1Cc1ccco1	18%	-3%	4%	5	2%	7%	8	u
COc1ccc(CCNC(=O)COC(=O)/C=C/c2ccc3c(c2)OCO3)cc1	-18%	-13%	7%	4	2%	1%	-6	13%

Next compounds follow:
SMILES	TDP-43 yeast inh	FUS yeast rescue	EPAC2 antagonist	D3 antag	EPAC2 agonist	aSyn yeast inh	DRD3 agonist	Abeta rescue
Cc1ccccc1OCc1nnc2n1CC(C)S2 (stereo unspecified)	0%	6%	3%	-10	0%	3%	5	3%
O=C(O)CN1CCN(CC(=O)O)CCN(CC(=O)O)CCN(CC(=O)O)CC1	4%	-20%	-4%	-17	0%	-10%	21	-35%[inhibitor]
Cc1ccccc1N1CCN(C2CCCN(C(=O)CCC(F)(F)F)C2)CC1 (stereo unspecified)	10%	-19%	1%	2	-2%	6%	-19	3%
CCC1CCCCN1CCCNC(=O)C1CCN(S(=O)(=O)N2CCC3(CC2)OCCO3)CC1 (stereo unspecified)	-6%	29%	-3%	8	-6%	3%	4	17%

Only part of the results is shown; count on the stated rates, not on these rows.
